Sm TGR block = inhibitors of Schistosoma mansoni thioredoxin glutathione reductase | purified TGR, DTNB reduction, TNB absorbance 405 nm | Potency, µM (doses to about 114 µM), for the others: top-dose activity change, negative = inhibition, usual class: inhibitors | 3% of 360,000 active | Q962Y6; also: potency is read from the fitted curve at half-maximal effect; nearly all actives have a fitted effect of over 60% in size
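Kinetic colorimetric format: TGR-catalysed, NADPH-driven DTNB reduction monitored via TNB absorbance. Enzyme dispensed at 20 nM; compound exposure 15 min at room temperature before reaction start.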
TbPYK inhibitor = T. brucei pyruvate kinase inhibition | AID 624173 | TbPYK enzyme, Kinase-Glo Plus ATP luminescence, 45 min | Potency, µM (highest dose often 76.8 µM), inactives show top-dose activity, negative = inhibition, hits mostly inhibitors | 0.12% of 410,000 active; also: potency is read from the fitted curve at half-maximal effect; nearly all actives have a fitted effect of over 50% in size
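Glycolytic pyruvate kinase of T. brucei was incubated with substrate, test compound and 130 uM ADP for 45 minutes at room temperature. Luminescent Kinase-Glo Plus signal was measured after 10 minutes.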
HCMV antiviral = human cytomegalovirus inhibition; HFF cells, HCMV-luciferase reporter, 72 h; active compounds read low; 4.5% of 410,000 active; activity change, negative = inhibition, % at 57.5 µM; in the data active = activity change below about -60%; inconclusive = no clear call, values can overlap the other calls; inactive = above about -39%
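Two compound doses tested in HFFs infected with HCMV-luciferase, MOI 1 PFU/cell, 72 h at 37C. Lysate luminescence read with OneGlo; data normalized against buffer-only and 10uM Salinomycin inhibitor controls.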
AmpC inh detg = inhibitors of E. coli AmpC beta-lactamase with detergent; AmpC hydrolysis of nitrocefin, absorbance 480 nm, 0.01% Triton; P00811; 0.041% of 370,000 active; Potency, µM (titrated, usually from 114 µM), for inactives: top-dose activity change, negative = inhibition, most hits filed as inhibitors;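 also: potency is read from the fitted curve at half-maximal effect; 0% = no-compound wells and -100% = no-enzyme wells; nearly all actives have a fitted effect of over 25% in size; some results filed as inactive show a strong effect at the top dose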
Target sequence (P00811 whole entry, looked up): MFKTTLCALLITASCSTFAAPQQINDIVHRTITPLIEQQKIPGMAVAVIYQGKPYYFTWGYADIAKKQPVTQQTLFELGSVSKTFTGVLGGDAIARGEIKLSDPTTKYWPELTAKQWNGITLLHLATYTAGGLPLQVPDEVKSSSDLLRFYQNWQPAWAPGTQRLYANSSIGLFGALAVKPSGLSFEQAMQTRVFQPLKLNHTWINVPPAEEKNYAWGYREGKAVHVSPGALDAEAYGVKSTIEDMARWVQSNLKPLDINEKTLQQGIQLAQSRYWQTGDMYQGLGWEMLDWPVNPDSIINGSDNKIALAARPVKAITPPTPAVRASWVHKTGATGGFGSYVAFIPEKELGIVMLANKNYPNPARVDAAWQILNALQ
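AmpC (5.3 nM in the dispensed reagent) in 20 mM phosphate pH 7.0 with 0.01% (detergent screen) or 0.0001% Triton X-100 was preincubated with compounds for 15 min at room temperature. Nitrocefin was then added from an 800 uM solution, and hydrolysis was followed at 480 nm.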
AmpC no deterg = inhibitors of E. coli AmpC beta-lactamase without detergent | P00811 | AmpC nitrocefin hydrolysis, absorbance 480 nm, 0.0001% Triton | Potency, µM (top dose mostly 57.1 µM), for the others: top-dose activity change, negative = inhibition, hits mostly inhibitors | 0.52% of 330,000 active | AID 485341;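 also: potency is read from the fitted curve at half-maximal effect; plate controls were no compound for no effect and no enzyme for full effect; nearly all actives have a fitted effect of over 20% in size; some results filed as inactive show a strong effect at the top dose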
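20 mM phosphate pH 7.0 + 0.01% (detergent screen) or 0.0001% Triton X-100; 5.3 nM AmpC reagent; cpd preinc 15 min RT; nitrocefin (800 uM stock) to start; A480 q20 s × 4 min; Activity was normalised to no-enzyme and no-compound control wells.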
AMA1-RON2 inh = disrupts binding of P. falciparum AMA1 to RON2. AlphaScreen AMA1-biotinylated RON2 peptide binding. Potency, µM (titrated, usually from 58.2 µM), for inactives: at the top dose activity change, negative = inhibition, most hits filed as inhibitors. 0.2% of 360,000 active. AID 720542;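 also: potency is read from the fitted curve at half-maximal effect; 0% = vehicle wells and -100% = peptide control; nearly all actives have a fitted effect of over 45% in size; some results filed as inactive show a strong effect at the top dose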
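AMA1 (3D7) with his tag at 25 nM final met compounds first, then biotinylated RON2 peptide at 25 nM; detection used donor plus acceptor beads, 10 µg/mL apiece, read by AlphaScreen after 30 min at room temperature.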
LmPK inhibitor = LmPK (Leishmania mexicana) enzyme inhibition; purified LmPK, Kinase-Glo ATP luminescence, 1 h; Potency, µM (series often up to 57.5 µM), inactives show top-dose activity change, negative = inhibition, usual class: inhibitors; 0.37% of 290,000 active; also: potency is read from the fitted curve at half-maximal effect
Target sequence (Q27686 whole entry, looked up): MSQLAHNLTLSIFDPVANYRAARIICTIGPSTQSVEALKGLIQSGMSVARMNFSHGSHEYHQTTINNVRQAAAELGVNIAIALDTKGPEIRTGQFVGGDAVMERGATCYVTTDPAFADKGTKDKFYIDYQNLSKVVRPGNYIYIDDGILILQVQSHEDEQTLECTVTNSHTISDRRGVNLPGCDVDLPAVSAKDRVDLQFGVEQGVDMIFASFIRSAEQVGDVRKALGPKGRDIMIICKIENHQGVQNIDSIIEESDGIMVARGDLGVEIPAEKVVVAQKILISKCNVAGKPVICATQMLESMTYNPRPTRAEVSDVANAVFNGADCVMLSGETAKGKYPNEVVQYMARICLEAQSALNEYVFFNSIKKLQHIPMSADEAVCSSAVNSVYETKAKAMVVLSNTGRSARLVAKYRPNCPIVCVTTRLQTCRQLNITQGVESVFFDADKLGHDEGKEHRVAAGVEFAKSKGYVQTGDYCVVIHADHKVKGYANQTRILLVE
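Purified LmPK (0.1 nM) converted ADP (0.1 mM) to ATP with PEP (0.5 mM) in imidazole buffer pH 7.2 with KCl and MgCl2, 1 h at room temperature. ATP was read by Kinase-Glo luminescence; data normalized to uninhibited and no-enzyme controls.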
* hit, by the source's call; ? = inconclusive; / = no result given; [ ] = another dose, or the depositor's remark. Unless noted, calls follow the shape of the dose curve; as a rule, active = well fitted curve in the direction sought with a large enough effect; inconclusive = small, poorly fitted or top-dose-only effect, or another doubt; inactive = no such curve, though single readings can be large; an effect the other way counts as inactive or inconclusive. Unless noted, % is scaled to controls: 0 for no effect and ±100 for the full control effect.

SMILES | Sm TGR block | TbPYK inhibitor | HCMV antiviral | AmpC inh detg | AmpC no deterg | AMA1-RON2 inh | LmPK inhibitor
Cc1cc(C)nc(N/N=C/c2ccncc2)n1 | 1% | 2% | 24 | 6% | -10% | 8% | 5%
COc1ccc(NC(=O)CN2CCCCC2)cc1 | -10% | 10% | 25 | ? | -20% | -27% | -5%
CC1CCCCN1CCNC(=O)Cn1nc(-c2ccccc2)ccc1=O (stereo not given) | -1% | 2% | -28 | -9% | 8% | -6% | 0%
Cc1nonc1NC(=O)OCCN1CCOC1=O | 2% | 4% | -5 | 3% | -8% | 0% | -5%
CCCNC(=O)C1(C)CCN(C(=O)c2cc(F)cc(F)c2)C1 (stereo not given) | / | 0% | 2 | / | / | 5% | /
CCOC(=O)C1(CCOC)CCN(C(=O)c2sccc2C)CC1 | -4% | 2% | 14 | 4% | 3% | 1% | 0%
O=C1CC(N2CCC(c3nc4ccccc4o3)CC2)C(=O)N1c1ccc(F)cc1 (stereo not given) | -19% | 6% | 42 | 7% | 106%[activator] | -1% | 3%
CC1=C(C(=O)OCCNC(=O)c2ccccc2O)C(c2ccccc2[N+](=O)[O-])C(C(=O)OCC2CCCO2)=C(C)N1 (stereo not given) | -2% | -2% | ? | -10% | 16% | ? | -1%
CCOC(=O)C1CCN(C(=O)CCC(=O)NCCc2ccc(Cl)cc2)CC1 | -22% | -1% | -10 | ? | 38% | 3% | -2%
COc1ccc(CC(=O)Nc2ccc(S(=O)(=O)N3CCCC3)cc2)cc1OC | / | -1% | 13 | / | -9% | 4% | /
CCc1ccccc1NC(=O)Cn1nc(CC)n2c(cc3sccc32)c1=O | ? | -4% | -3 | 22% | / | / | /
CCn1c(=O)n(CC)c2cc(S(=O)(=O)Nc3cc(C)cc(C)c3C#N)ccc21 | 1% | -6% | -10 | -6% | -35% | 4% | 5%
COc1ccc(C2=NN(CCC(=O)NCc3cccs3)C(=O)CC2)cc1 | -3% | 2% | -3 | 7% | -15% | 4% | 1%
OC(COc1ccc2cc(Br)ccc2c1)CN1CCOCC1 (stereo not given) | -1% | 1% | -12 | -11% | 170%[activator] | -11% | 0%
COc1ccc(-c2nnnn2CCc2ccccc2)cc1 | -1% | 1% | -15 | 3% | 0.2µM* | -6% | 3%
O=C(O)CC(NCc1ccco1)C(=O)OCCCl (stereo not given) | -9% | -5% | 14 | ? | -7% | 30%[activator] | -3%
CCNc1nc(NCC)nc(N(n2cnnc2)S(=O)(=O)c2ccc(C)cc2)n1 | -21% | -7% | -25 | -6% | 0% | 19% | -1%
O=C(Nc1ccc(F)cc1)c1cc(Cl)sc1Cl | 1% | -3% | 7 | 2% | -12% | -9% | 2%
CCC(=O)N1CCc2cc(S(=O)(=O)N(CC)c3cccc(C)c3)ccc21 | -5% | 3% | -21 | -2% | -18% | 12% | 3%
CCSc1nc2c(c(=O)[nH]1)C(c1ccccn1)C1=C(CC(C)(C)CC1=O)N2 (stereo not given) | 13% | 6% | -9 | 0% | -24% | 0% | -5%
C/C(=N\Nc1ccc([N+](=O)[O-])cc1[N+](=O)[O-])C(C)C(C)C (stereo not given) | -27% | -13% | -25 | ? | -32% | ? | 9%
COc1ccc(C(O)c2nc3ccccc3n2C(C)C)cc1 (stereo not given) | 11% | 6% | -34 | -2% | -6% | 31%[activator] | -3%
Cc1noc(C)c1CSCC(=O)Nc1ccc(OC(F)F)c(Cl)c1 | -3% | -2% | ? | -4% | -20% | 4% | /
CCOc1cc(NC(=O)c2cnccn2)c(OCC)cc1NC(=O)c1cccc(F)c1 | -6%[57.1 µM] | / | / | -7% | -13% | / | 1%
CN1CCN(CC(=O)Nc2cccc([N+](=O)[O-])c2)CC1 | -1% | 4% | -11 | -4% | -13% | -3% | -5%

Single records, from the list above. Screens in order: Sm TGR block	TbPYK inhibitor	HCMV antiviral	AmpC inh detg	AmpC no deterg	AMA1-RON2 inh	LmPK inhibitor
COc1ccc(CC(=O)Nc2ccc(S(=O)(=O)N3CCCC3)cc2)cc1OC in the list: /	-1%	13	/	-9%	4%	/
C/C(=N\Nc1ccc([N+](=O)[O-])cc1[N+](=O)[O-])C(C)C(C)C (stereo not given) in the list: -27%	-13%	-25	?	-32%	?	9%
CCc1ccccc1NC(=O)Cn1nc(CC)n2c(cc3sccc32)c1=O in the list: ?	-4%	-3	22%	/	/	/
COc1ccc(C2=NN(CCC(=O)NCc3cccs3)C(=O)CC2)cc1 in the list: -3%	2%	-3	7%	-15%	4%	1%

The results go on.
SMILES | Sm TGR block | TbPYK inhibitor | HCMV antiviral | AmpC inh detg | AmpC no deterg | AMA1-RON2 inh | LmPK inhibitor
COc1cccc(-c2nc(SCC(=O)NC3CCCC3)c(-c3ccc(F)cc3)[nH]2)c1 | 6% | 4% | -22 | 19% | / | / | /
CNS(=O)(=O)c1ccc(NC(=S)Nc2ccc3c(c2)OCO3)cc1 | ? | -15% | -23 | 3% | -38% | 25% | 2%
Cc1cc(C)cc(Nc2cc(C)nc3nncn23)c1 | -3% | -5% | 114 | 0% | / | / | /
Cc1ccc(N2CC(O)=C(c3nc4ccccc4c(=O)[nH]3)C2=N)cc1C | ? | 8% | -36 | 2% | -12% | -17% | 0%
CC1(C)CC(=O)C(c2ccccc2)(c2ccccc2)C(=O)C1 | / | -4% | 16 | / | / | 1% | /
CCc1ccccc1NC(=O)C(CC)Oc1ccccc1-c1nnc(-c2ccccc2)o1 (stereo not given) | 36% | 7% | 14 | -4% | / | / | /
COc1ccc(CCc2nnc(CCC(=O)N(C)Cc3ccncc3C)o2)cc1 | ? | 0% | 2 | 7% | 23% | 0% | -4%
O=C(Nc1ccc(C(=O)N2CCN(c3ccccc3F)CC2)cc1)C1=CSCCO1 | -3% | -1% | -61* | 0% | 57% | -1% | -4%
CCCN1CCN(C(=O)CN2C(=O)COc3ccc(S(=O)(=O)N(CC)CC)cc32)CC1 | -6% | 1% | 6 | -1% | 5% | 15% | -3%
O=C(NCC(c1ccco1)N1CCc2ccccc21)c1cccc(F)c1 (stereo not given) | 2% | -13% | -27 | ? | -32% | ? | /
O/N=C1\CCCCc2ccccc21 | -2% | -1% | 10 | -1% | 19% | -2% | 1%
CCOC(=O)C1=C(CN(CC)Cc2ccccc2)NC(=O)NC1c1ccc(Cl)cc1 (stereo not given) | -16% | -5% | ? | 1% | / | / | /
CN1CC2(C)OC(=O)C(Cl)=C2CC1c1ccccc1 (stereo not given) | -10% | 3% | ? | -9% | -10% | 1% | -2%
COc1cccc(=O)c2c(C)n(-c3cc(C)cc(C)c3)c(C)c12 | 0% | 6% | -6 | -2% | 86%[activator] | -8% | 4%
Cn1nc([N+](=O)[O-])nc1Sc1ccc(C(C)(C)C)cc1 | -24% | -2% | -28 | -4% | -6% | -25% | -2%
CCNc1nc(NCC)nc(Oc2ccc(OCc3ccccc3)nn2)n1 | -7% | / | 18 | 11% | -10% | / | 5%
Cc1ccc(Nc2nc(N)nc(CSC(=S)N3CCOCC3)n2)c(C)c1 | -1% | -6% | 11 | -6% | -5% | -3% | 1%
CCOc1ccc(/C(C)=N/N2C(=O)C(CC(=O)Nc3ccc(OC)cc3[N+](=O)[O-])SC2=Nc2cccc(C)c2C)cc1 (stereo not given) | 18µM* | -13% | ? | -2% | -24% | -23% | 4%
COc1cccc(C(O)c2ncc(-c3ccc4ccccc4c3)[nH]2)c1 (stereo not given) | / | -3% | 35 | / | / | -7% | /
CC(C)CCn1c(O)c(N=NC(=O)Cn2ccc(C(F)(F)F)n2)c2ccccc21 | -6% | -26% | 26 | -14% | -15% | 11% | -3%
CCCn1c(N2CCN(CC(=O)NCc3cccs3)CC2)nc2ccccc21 | 3% | -17% | 11 | 2% | 55% | -5% | -9%
Cc1ccccc1-c1nc(CN(C)C(C)c2ccon2)c(C)o1 (stereo not given) | 20% | 3% | 10 | 6% | 38% | 1% | -2%
O=C(Nc1ccccc1)N(Cc1ccc2c(c1)OCO2)Cc1nc2ccccc2c(=O)[nH]1 | 5% | 0% | 29 | ? | -44% | 58%[activator] | 4%
Cc1ccc(-c2nc3s/c(=C\c4ccco4)c(=O)n3n2)cc1 | ? | -6% | 120 | ? | -25% | -8% | -7%
O=C(CCn1nnnc1CN1CCOCC1)N1CCC(c2cccc(Cl)c2)C1 (stereo not given) | ? | -1% | 1 | -2% | 83%[activator] | -3% | 8%
Cc1ccc2c(c1)CCCN2C(=O)c1cc2ccccc2oc1=O | 5% | -4% | ? | 2% | -3% | -16% | 5%
COc1ccc(/C=C/C(=O)C23CC4CC(CC(C4)C2)C3)cc1CN1CCOCC1 | 2% | 1% | -82* | 1% | 194%[activator] | ? | 5%
CCOC(=O)[C@]12CCC=C1N(Cc1cccc3ccccc13)C(=O)[C@H](CC(=O)N1CCCC1)C2 | / | 2% | -8 | / | / | -9% | /
CC(=O)c1cccc(NC(=O)CN(c2ccc(F)cc2)S(C)(=O)=O)c1 | 0%[11.4 µM] | -5% | 9 | -16% | -22% | -2% | 8%
COc1ccc(Br)cc1C(=O)Nc1cccc(NC(=O)c2ccco2)c1 | -11% | 2% | / | ? | -16% | 3% | 6%
Cc1cccc(OC(C)C(=O)NC2CCS(=O)(=O)C2)c1C (stereo not given) | -1% | 5% | / | 2% | -4% | 16% | -4%
CCc1ccc(NC(=O)CCS(=O)(=O)c2cc3c(cc2Cl)NC(=O)CO3)cc1 | 6% | -3% | 4 | 2% | / | / | /
COC(=O)[C@H](C)N(Cc1ccc(Cl)c(Cl)c1)S(=O)(=O)CCN1CCCC1 | / | 5% | -16 | / | 71%[activator] | -1% | /
CCOC(=O)c1ccc(N=C(C)c2c(O)[nH]c(=O)[nH]c2=O)cc1 | -8% | -3% | 13 | -10% | -2% | 12% | -1%
O=C(COC(=O)c1cc([N+](=O)[O-])ccc1N1CCOCC1)c1ccc(OC(F)F)cc1OC(F)F | -10% | 1% | -24 | -8% | -11% | 1% | /
CC(C)Oc1ccc(C(=O)Nc2ccc(-c3nc4ccccc4s3)cc2)cc1 | 1% | 1% | 26 | 22% | / | / | /

Screening results from PubChem.
